D2 antag: antagonizes the human D2 dopamine receptor; P14416; HEK293 TREx D2 cells, calcium flux, dopamine EC80; inhibition, % at 10 µM; actives 2% (n = 340,000); in the data active = inhibition above about 30%; also: 0% is about no effect
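Overnight-induced (tetracycline, 30 C) HEK293 T-REx cells carrying force-coupled D2 receive a no-wash calcium dye, then compound, then EC80 dopamine at 180 s; signals are read kinetically throughout.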
TRHR PAM: allosteric enhancers of human TRH receptor | actives 0.66% (n = 360,000) | TRHR cells, fluo-8 calcium fluorescence, EC20 TRH enhancement | enhancement, % at 2 µM; in the data active = enhancement above about 30%; also: 0% is about no effect
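Enhancer read-out: after compound pinning and an initial kinetic agonist-mode read, an EC20 of TRH (10 nM final) was injected and fluo-8 calcium signal (Ex 480/Em 530) followed at 1 s/cycle for 100 cycles in TRHR-expressing cells.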
D1 PAM: potentiators of human D1 dopamine receptor. potentiation, % at 10 µM. HEK293 TREx D1 cells, calcium flux, dopamine EC20 potentiation. actives 0.036% (n = 360,000). P21728; in the data active = potentiation above about 30%; also: 0% is about no effect
D1 agonist: agonists of human D1 dopamine receptor; P21728; HEK293 T-REx D1 cells, calcium flux, agonist mode; activation, % at 2 µM; actives 1% (n = 360,000); AID 504660; also: 0% is about no effect
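Inducible HEK293 T-REx D1 cells, force-coupled to calcium signalling, were plated at 4000 cells/well with tetracycline and held overnight at 30 C. After no-wash calcium dye loading, compound-evoked calcium rise over 180 s flagged agonists.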
D2 PAM: positively modulates the human D2 dopamine receptor allosterically; actives 0.34% (n = 340,000); HEK293 T-REx D2, calcium flux, EC20 dopamine potentiation; P14416; potentiation, % at 10 µM; AID 485347;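 active = potentiation over 3 SD above the plate norm, cut at about 30% in these data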; also: 0% is about no effect
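Cells plated with tetracycline inducer and held overnight at 30 C; calcium dye loaded 30–90 min at room temperature; baseline taken, compound added and read 180 s; EC20 dopamine then added and read 180 s.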
RXFP1 antagonist: blocks the human relaxin receptor RXFP1 | Q9HBX9 | HEK293-RXFP1, relaxin-stimulated cAMP HTRF, 30 min; hits give low values | activity change, negative = inhibition, % at 57.5 µM | actives 0.59% (n = 350,000) | AID 1259400;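 active = activity change of -60% or lower, but not beyond a set lower limit; inconclusive = change between -60% and -40%, or beyond the set limit; inactive = change above -40%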; also: % is scaled to controls: 0 for no effect and ±100 for the full control effect
Target sequence (Q9HBX9 whole entry, looked up): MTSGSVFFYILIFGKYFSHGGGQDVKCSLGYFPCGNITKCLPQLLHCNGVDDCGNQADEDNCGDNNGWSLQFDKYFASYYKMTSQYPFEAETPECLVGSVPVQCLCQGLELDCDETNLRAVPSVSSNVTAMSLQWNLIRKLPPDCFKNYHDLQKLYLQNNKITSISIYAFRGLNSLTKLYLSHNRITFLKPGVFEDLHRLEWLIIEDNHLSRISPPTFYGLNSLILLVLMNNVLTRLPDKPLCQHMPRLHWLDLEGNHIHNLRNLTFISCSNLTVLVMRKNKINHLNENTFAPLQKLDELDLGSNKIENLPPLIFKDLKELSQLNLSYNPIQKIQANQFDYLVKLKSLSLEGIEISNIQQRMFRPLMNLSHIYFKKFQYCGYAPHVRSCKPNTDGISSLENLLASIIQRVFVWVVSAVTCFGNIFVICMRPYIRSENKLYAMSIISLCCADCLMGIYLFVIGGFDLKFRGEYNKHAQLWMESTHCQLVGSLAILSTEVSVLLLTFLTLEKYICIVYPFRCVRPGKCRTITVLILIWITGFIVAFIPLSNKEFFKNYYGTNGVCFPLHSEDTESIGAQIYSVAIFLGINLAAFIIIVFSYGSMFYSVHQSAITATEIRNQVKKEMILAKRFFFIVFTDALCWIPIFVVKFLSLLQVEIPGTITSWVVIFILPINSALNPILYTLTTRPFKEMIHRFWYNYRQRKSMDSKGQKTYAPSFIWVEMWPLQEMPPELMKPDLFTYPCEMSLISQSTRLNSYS
TRHR agonist: agonists of human TRH receptor. P34981. actives 0.18% (n = 360,000). TRHR cells, calcium flux fluo-8, FDSS agonist mode. activation, % at 2 µM; also: 0% is about no effect
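Fluo-8-loaded TRHR cells; 10 s baseline, compound added, kinetic Ca2+ fluorescence read 1/s, agonist mode.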
D2 agonist: D2 dopamine receptor (human) agonism; P14416; HEK293 T-REx D2 cells, calcium flux agonist mode; activation, % at 2 µM; actives 0.53% (n = 340,000); AID 485358;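 active = activation over 3 SD above normal in the single-dose calcium agonist read, cut at about 30% in these data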; also: 0% is about no effect
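Calcium-flux readout, 1 cycle/sec over 180 s following compound pin transfer, in inducible HEK293 Trex D2 cells (force-coupled); dopamine controls included. Positive calcium responses during this window marked compounds as potential agonists.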
D1 antag: blocks dopamine activation of the human D1 receptor; actives 3.2% (n = 360,000); HEK293 TREx D1 cells, calcium flux, dopamine EC80; hits give low values; activity change, negative = inhibition, % at 10 µM; P21728; AID 504652; in the data active = activity change below about -30%; also: % is scaled to controls: 0 for no effect and ±100 for the full control effect
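HEK293 T-REx cells expressing inducible, force-coupled D1 receptor; no-wash Ca dye, 30–90 min RT. Cmpd → 180 s read at 1 Hz → EC80 DA → 180 s read.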
* marks the source's active call; other numbers are inactive results; ? = inconclusive; · = no result given. Rule as the data show it, unless noted: active = activation above about 30%; inactive = the rest.

Compound | D2 antag | TRHR PAM | D1 PAM | D1 agonist | D2 PAM | RXFP1 antagonist | TRHR agonist | D2 agonist | D1 antag
COc1ccc(C(CCN2CCCC(C)C2)c2c(OC)cc(OC)c3c(C)cc(=O)oc23)cc1 (stereo not drawn) | -22.0 | -4.2 | 1.9 | 5.3 | -12.6 | · | 0.3 | -0.2 | 14.3
COc1cccc2c1cc1c(=O)n(CC(=O)NCCCc3ccccc3)nc(C)n12 | 15.2 | -0.4 | 4.7 | 1.8 | -4.8 | -0.2 | 0.3 | 2.3 | -38.8*
C=CC[n+]1c(-c2ccc(OC)c(OC)c2)csc1NNC(=O)Nc1ccccc1 | 8.0 | -8.4 | 4.0 | 5.7 | -1.6 | -12.4 | 0.8 | 0.4 | -5.9
COc1cccc(C(=O)Nc2nnc(CCS(=O)(=O)c3ccc(C)cc3)s2)c1 | -10.7 | 13.8 | -3.4 | 7.2 | 10.5 | -6.2 | 0.0 | 0.1 | -4.4
CCCCN(C(=O)c1cc(S(=O)(=O)N2CCCCCC2)ccc1OC)c1c(N)n(CCC)c(=O)[nH]c1=O | 13.2 | -0.2 | 3.6 | 2.9 | 18.5 | 8.4 | -2.0 | -1.2 | 12.5
COc1cccc(C(=O)Nc2cccc(C(=O)OCc3cc(=O)n4c5c(sc4n3)CCCC5)c2)c1 | · | 1.8 | 0.1 | -2.2 | · | 5.5 | -0.4 | 0.0 | -19.4
CSc1nc(-c2ccc(Cl)cc2)nn1S(=O)(=O)c1ccc(Cl)cc1 | 7.0 | -10.1 | -7.5 | -1.4 | -6.8 | -2.6 | 0.0 | -1.2 | 12.0
COc1ccccc1-c1nnc(SC)n1C | -3.5 | 3.9 | -0.5 | 6.9 | 2.2 | · | -1.1 | -0.5 | 7.9
Cc1cccc2sc(N(Cc3cccnc3)C(=O)CCS(=O)(=O)c3ccccc3)nc12 | · | -1.9 | 4.1 | 8.1 | 5.3 | -5.4 | 0.1 | 5.0 | ·
O=C(OCc1cccc([N+](=O)[O-])c1)c1cccnc1 | -14.2 | -1.0 | -2.9 | 2.9 | 7.5 | 0.4 | -0.5 | 0.4 | -19.7
COC(=O)c1cc(COC(=O)COc2ccc(C)c(C)c2)oc1C | -5.0 | -2.3 | -3.0 | 4.7 | -19.0 | -10.2 | 0.2 | 0.1 | -16.1
COc1cccc(C2/C(=C(/O)c3ccc4c(c3)CC(C)O4)C(=O)C(=O)N2c2nnc(C)s2)c1 (stereo not drawn) | 11.3 | -6.1 | 7.6 | 3.4 | -5.9 | 2.4 | 4.1 | -1.3 | -3.0
N#Cc1ccc(CSc2ccc(S(=O)(=O)N3CCCCCC3)cn2)cc1 | · | -4.0 | -1.8 | 21.1 | · | -7.3 | 2.3 | · | -14.8
Cc1ccc(C)c(N2CCN(C(=O)CSc3ccsc3[N+](=O)[O-])CC2)c1 | 19.4 | 0.7 | -5.5 | 1.5 | -8.5 | -16.1 | -0.5 | -1.1 | -9.0
COc1ccc(C(=O)N/N=C(\C)c2ccccn2)cc1OC | 11.1 | -2.9 | -2.5 | 2.7 | -9.1 | ? | 0.8 | 2.1 | -20.1
Cc1ccc(OCc2cc(=O)n3c4c(sc3n2)CCCC4)cc1C | · | -3.5 | 2.0 | 0.3 | 4.2 | · | 1.2 | · | 2.9
Cc1cc(C(=O)COC(=O)c2nc3nccc(C)n3n2)c(C)n1CC1CCCO1 (stereo not drawn) | -2.9 | 2.6 | -0.6 | 1.6 | 8.5 | -18.0 | 16.0 | 0.5 | -0.1
Cc1cccc(NC(=O)C2CCN(S(=O)(=O)c3ccc4c(c3)OCCCO4)CC2)n1 | 12.7 | 0.7 | -0.7 | 8.7 | -8.5 | -8.2 | -0.6 | 0.6 | -2.6
CCOC(=O)N1CCN(Cc2c(F)cccc2F)CC1 | -7.6 | 3.7 | 5.7 | 3.0 | 0.3 | -9.0 | -0.2 | 0.5 | 11.1
O=C(CSc1nc2cc([N+](=O)[O-])ccc2n1-c1ccc(F)cc1)NC1CCS(=O)(=O)C1 (stereo not drawn) | -13.5 | 14.1 | -1.4 | 0.8 | -1.7 | · | -0.7 | 1.0 | -16.1
CN(C)S(=O)(=O)c1ccc(Cl)c(NC(=O)CN2CCCC2)c1 | 35.9* | 1.4 | -3.1 | -1.6 | -14.2 | -7.4 | 0.8 | 0.5 | 6.8
CC(C)OC(=O)c1ccc(NC(=O)c2cccc(-n3cnnn3)c2)cc1 | 7.1 | -2.5 | -0.8 | 15.1 | -6.1 | -32.1 | 6.7 | 1.4 | -2.4
COc1cc(C(=O)NCC(=O)N/N=C/c2cccc(OC(=O)c3ccco3)c2)cc(OC)c1OC | 1.2 | 0.9 | -8.6 | 0.0 | 0.1 | -8.1 | -1.0 | -0.8 | -17.0
CC(C)N(c1ccccc1)c1ccc(NC(=S)NCCN(C)C)cc1 | 82.5* | -4.2 | -3.8 | 34.4* | -28.6 | ? | 1.7 | 1.2 | 7.9
CC(=O)N1CCN(CCN(CC2C(C)C=C(C)CC2C)C(C)=O)CC1 (stereo not drawn) | -2.9 | 4.6 | -3.6 | 0.9 | -9.6 | -3.2 | 0.4 | 1.5 | -1.0

Entries listed so far with a Cl atom (two):
Compound | D2 antag | TRHR PAM | D1 PAM | D1 agonist | D2 PAM | RXFP1 antagonist | TRHR agonist | D2 agonist | D1 antag
CSc1nc(-c2ccc(Cl)cc2)nn1S(=O)(=O)c1ccc(Cl)cc1 | 7.0 | -10.1 | -7.5 | -1.4 | -6.8 | -2.6 | 0.0 | -1.2 | 12.0
CN(C)S(=O)(=O)c1ccc(Cl)c(NC(=O)CN2CCCC2)c1 | 35.9* | 1.4 | -3.1 | -1.6 | -14.2 | -7.4 | 0.8 | 0.5 | 6.8

Back to the main list; the 2 compounds before the break are reprinted first.
Compound | D2 antag | TRHR PAM | D1 PAM | D1 agonist | D2 PAM | RXFP1 antagonist | TRHR agonist | D2 agonist | D1 antag
CC(C)N(c1ccccc1)c1ccc(NC(=S)NCCN(C)C)cc1 | 82.5* | -4.2 | -3.8 | 34.4* | -28.6 | ? | 1.7 | 1.2 | 7.9
CC(=O)N1CCN(CCN(CC2C(C)C=C(C)CC2C)C(C)=O)CC1 (stereo not drawn) | -2.9 | 4.6 | -3.6 | 0.9 | -9.6 | -3.2 | 0.4 | 1.5 | -1.0
O=C(Nc1nc(-c2ccc(F)c(F)c2)cs1)c1cc([N+](=O)[O-])ccc1N1CCOCC1 | -6.0 | 1.1 | -1.9 | 8.6 | -3.5 | · | 0.0 | 0.6 | 30.7
CCCCCC(=O)Nc1ccc(C(=O)COC(=O)Cn2cnc3c2c(=O)n(C)c(=O)n3C)cc1 | 22.2 | 22.5 | -2.9 | -2.7 | 6.4 | -23.4 | -0.8 | -1.9 | -3.5
CCN(CC)CCNc1nc2c(c(=O)[nH]c(=O)n2C)n1CC(O)COc1ccc(Cl)cc1Cl (stereo not drawn) | -18.2 | -2.5 | -3.4 | 0.1 | -27.3 | -5.1 | 0.1 | -0.6 | -2.4
CCOC(=O)C1CCCN(C(=O)c2ccc(OC(C)=O)cc2)C1 (stereo not drawn) | -9.3 | 11.1 | -0.9 | 0.7 | 2.7 | -2.8 | 0.2 | 0.3 | 1.8
CC(C)Cc1oc(C(=O)O)cc1CN1CCOCC1 | 5.5 | -9.6 | 0.2 | 3.4 | -6.3 | -2.5 | -0.4 | 2.0 | 0.8
CC1(C)CC(=O)c2c(Cc3ccccc3)n[nH]c2C1 | 7.5 | 5.4 | 2.5 | 0.3 | -6.4 | 3.1 | 0.7 | 0.0 | -0.1
Cc1nn(CCCC(=O)NCc2ccc(F)cc2)c(C)c1[N+](=O)[O-] | -11.9 | 30.4* | 5.8 | 2.8 | -3.0 | 1.3 | -1.1 | -1.5 | 2.5
CCCOC(=O)Nc1ccc(N2CCCCC2)cc1 | · | 10.2 | -1.4 | 3.3 | · | -6.9 | -0.3 | · | -9.7
Cc1cc(C)cc(NC(=O)CNC(c2ccccc2)c2ccccc2)c1 | 2.6 | 12.6 | 3.0 | 5.7 | -15.2 | -11.2 | 1.0 | 0.0 | 7.7
Cc1cc(C(=O)COc2ccccc2[N+](=O)[O-])c(C)n1-c1cccc(S(=O)(=O)N2CCOCC2)c1 | 21.0 | 0.0 | 3.9 | 14.2 | 1.5 | 3.9 | 0.0 | 2.0 | -10.4
COC(=O)c1cc(Br)c(=O)n(CCN2CCCCC2)c1 | 3.4 | 2.7 | -0.9 | 4.7 | 2.9 | 9.1 | 0.5 | 0.5 | 11.5
COc1ccc(NC(=O)CC2C(=O)N(c3ccccc3)C(=O)N2CCc2cccs2)cc1 (stereo not drawn) | 1.5 | 5.0 | 4.8 | 2.8 | -1.8 | 3.6 | -0.9 | -0.5 | -8.6
CSc1nnc(NC(=O)c2ccc(S(=O)(=O)N(C)C)cc2)s1 | 15.4 | -6.3 | -7.2 | 0.1 | 1.0 | -1.7 | 0.1 | 0.4 | -5.4
COc1ccccc1Nc1nc(N)nc(CN2CCN(c3ccccc3)CC2)n1 | 43.6* | -0.6 | -6.8 | 1.0 | -23.3 | -3.7 | -1.8 | 52.3* | -9.5
Cn1nccc1C(=O)NC1CCCc2c1cnn2-c1ccc(F)cc1F (stereo not drawn) | -1.1 | 1.0 | -4.1 | 14.9 | 6.4 | 5.0 | -0.5 | 0.0 | -25.0
CCN1C(=O)/C(=c2\sc3nc(=O)c(Cc4ccccc4)nn3c2=O)c2ccccc21 | -12.4 | 2.1 | 1.1 | 3.7 | 1.0 | 5.0 | -0.7 | -0.4 | 1.0
CCOc1ccc2[nH]c(=O)c(CN(CC3CCCN3CC)C(=O)NCc3ccccc3)cc2c1 (stereo not drawn) | -2.1 | 2.2 | 4.9 | 2.7 | 6.6 | 0.7 | 0.1 | -1.1 | -50.3*
Cc1ccc(NC(=O)C2CCN(S(=O)(=O)c3c(C)noc3/C=C/c3cccs3)CC2)cc1F | · | -0.1 | 1.2 | 7.1 | 4.7 | 15.0 | 1.8 | 0.9 | -9.4
CC[C@@]12C(=O)N(c3ccc(C)cc3)C(=O)N1[C@H](c1ccc(OC)cc1)[C@@H]1C(=O)N(C(C)(C)C)C(=O)[C@@H]12 | -1.4 | -3.8 | -12.3 | 1.3 | -7.5 | · | 0.0 | 0.0 | 4.7
O=C(CNC(=O)c1cccc2ccccc12)OC(C(=O)Nc1cc(C(F)(F)F)ccc1Cl)c1ccccc1 (stereo not drawn) | · | -3.6 | 5.0 | -1.4 | · | · | 2.1 | · | 12.7
O=C(C1CCN(S(=O)(=O)c2ccccc2)CC1)N(CCc1ccccc1)Cc1ccco1 | -1.1 | -0.4 | -3.3 | 2.1 | 8.8 | 0.8 | 0.6 | -0.8 | -21.4
c1ccc2c(c1)CNC1(CCCCC1)C2 | -4.1 | 15.8 | 0.1 | 3.4 | -9.3 | -12.0 | 0.8 | 1.5 | 12.8

High-throughput results: PubChem, National Center for Advancing Translational Sciences (NCATS)
